FBPA Giardia inh: blocks Giardia fructose-bisphosphate aldolase activity | A8B2U2 | Potency, µM (titrated, usually from 59.6 µM), without a hit: top-dose activity, negative = inhibition, actives largely listed as inhibitors | 290,000 compounds, 0.71% hits | purified Giardia FBPA; further: potency means the concentration at half of the fitted maximal effect; on the % scale 0 is the no-effect control and ±100 the full control effect; nearly all actives have a fitted effect of over 55% in size
Target sequence (A8B2U2 whole entry, looked up): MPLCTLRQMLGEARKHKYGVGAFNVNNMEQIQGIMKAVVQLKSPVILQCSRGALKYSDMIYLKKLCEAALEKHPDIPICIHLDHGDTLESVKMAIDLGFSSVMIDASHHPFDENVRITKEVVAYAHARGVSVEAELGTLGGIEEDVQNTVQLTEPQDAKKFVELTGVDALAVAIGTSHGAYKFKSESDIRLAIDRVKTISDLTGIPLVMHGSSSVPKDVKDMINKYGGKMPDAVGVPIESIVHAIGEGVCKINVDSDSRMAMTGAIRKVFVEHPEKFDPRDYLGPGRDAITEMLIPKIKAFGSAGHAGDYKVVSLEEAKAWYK
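Giardia FBPA (40 nM reagent) was preincubated 10 min at RT with compound (up to 57.5 uM final), then substrate plus GAPDH/TPI/NAD/arsenate coupling system with diaphorase/resazurin was added; resorufin fluorescence (525/598 nm) was read after 20 min.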
Shiga inhibitor: inhibitors of Shiga toxin in Vero cells; 290,000 compounds, 9.2% hits; Vero cells, Shiga toxin protein synthesis inhibition reporter; inhibition, % at 38.7 µM; in the data active means inhibition mostly above about 28%, no sharp cut-off; inactive means mostly below about 43%; further: 0% is about no effect
HCMV inh: human cytomegalovirus inhibition; HFF cells, HCMV-luciferase reporter, 72 h; hits give low values; activity change, negative = inhibition, % at 57.5 µM; 410,000 compounds, 4.5% hits; AID 1259415; in the data active means activity change below about -60%; inconclusive means no clear call, values can overlap the other calls; inactive means above about -39%; further: on the % scale 0 is the no-effect control and ±100 the full control effect
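Inhibition of viral replication was scored as loss of reporter luminescence in HFFs infected with HCMV-luciferase (MOI 1 PFU/cell) for 72 h; compounds tested at 2 doses, normalized to buffer and Salinomycin controls.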
AmpC inh detg: inhibitors of E. coli AmpC beta-lactamase with detergent | AID 485294 | P00811 | AmpC hydrolysis of nitrocefin, absorbance 480 nm, 0.01% Triton | Potency, µM (doses to about 114 µM), for inactives: top-dose activity change, negative = inhibition, most hits filed as inhibitors | 370,000 compounds, 0.041% hits;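 further: potency means the concentration at half of the fitted maximal effect; 0% = no-compound wells and -100% = no-enzyme wells; nearly all actives have a fitted effect of over 25% in size; some results filed as inactive show a strong effect at the top dose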
Target sequence (P00811 whole entry, looked up): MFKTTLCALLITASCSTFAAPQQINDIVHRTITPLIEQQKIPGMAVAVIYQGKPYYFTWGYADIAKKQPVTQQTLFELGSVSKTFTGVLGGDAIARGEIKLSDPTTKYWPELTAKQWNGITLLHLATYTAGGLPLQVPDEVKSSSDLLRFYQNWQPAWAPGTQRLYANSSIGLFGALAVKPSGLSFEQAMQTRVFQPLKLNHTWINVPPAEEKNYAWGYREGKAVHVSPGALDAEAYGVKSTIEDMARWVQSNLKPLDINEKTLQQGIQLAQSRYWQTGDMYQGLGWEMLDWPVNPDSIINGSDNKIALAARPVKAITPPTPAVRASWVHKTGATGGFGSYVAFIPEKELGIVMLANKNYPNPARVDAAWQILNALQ
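20 mM phosphate pH 7.0 + 0.01% (detergent screen) or 0.0001% Triton X-100; 5.3 nM AmpC reagent; cpd preinc 15 min RT; nitrocefin (800 uM stock) to start; A480 q20 s × 4 min; Activity was normalised to no-enzyme and no-compound control wells.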
AMA1 RON2 block: disrupts binding of P. falciparum AMA1 to RON2; AlphaScreen AMA1-biotinylated RON2 peptide binding; Potency, µM (highest dose often 58.2 µM), for the others: at the highest dose activity change, negative = inhibition, usual class: inhibitors; 360,000 compounds, 0.2% hits; AID 720542;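 further: potency means the concentration at half of the fitted maximal effect; 0% = vehicle wells and -100% = peptide control; nearly all actives have a fitted effect of over 45% in size; some results filed as inactive show a strong effect at the top dose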
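AMA1 (3D7) with his tag at 25 nM final met compounds first, then biotinylated RON2 peptide at 25 nM; detection used donor plus acceptor beads, 10 µg/mL apiece, read by AlphaScreen after 30 min at room temperature.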
CHX counter: counter-screen for Shiga toxin inhibitors: cycloheximide protein synthesis inhibition | cell reporter, cycloheximide protein synthesis inhibition counterscreen | max response, % | 300,000 compounds, 12% hits | AID 2314; in the data active means max response mostly above about 13%, no sharp cut-off; inactive means mostly below about 14%; further: read at 38.3 µM for the half of the compounds with a filed dose; 0% is about no effect
AmpC no deterg: blocks E. coli AmpC beta-lactamase in detergent-free assay; P00811; AmpC nitrocefin hydrolysis, absorbance 480 nm, 0.0001% Triton; Potency, µM (series often up to 57.1 µM), without a hit: at the top dose activity change, negative = inhibition, most hits filed as inhibitors; 330,000 compounds, 0.52% hits;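 further: potency means the concentration at half of the fitted maximal effect; plate controls were no compound for no effect and no enzyme for full effect; nearly all actives have a fitted effect of over 20% in size; some results filed as inactive show a strong effect at the top dose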
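20 mM phosphate pH 7.0 + 0.01% (detergent screen) or 0.0001% Triton X-100; 5.3 nM AmpC reagent; cpd preinc 15 min RT; nitrocefin (800 uM stock) to start; A480 q20 s × 4 min; Activity was normalised to no-enzyme and no-compound control wells.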
Numbers without * were called inactive; ? = inconclusive; nt = not tested or not shown; [ ] = remark or other dose. Unless noted, the call rests on the fitted dose curve; in most records, active means well fitted curve in the direction sought with a large enough effect; inconclusive means small, poorly fitted or top-dose-only effect, or another doubt; inactive means no such curve, though single readings can be large; an effect the other way counts as inactive or inconclusive.

[1] COc1ccc(C(=O)OCn2nnc3ccccc3c2=O)cc1
[2] CCOc1ccc2nc(NC(=O)C(NS(=O)(=O)c3cccc4nsnc34)C(C)C)sc2c1 (stereo not drawn)
[3] c1ccc(-c2csc3nnc(SCc4ccc5c(c4)OCO5)n23)cc1
[4] O=C(CCc1ccc(F)c(F)c1)NC1CCCN(Cc2ccc(Cl)cc2)C1 (stereo not drawn)
[5] Cc1ccc(NC(=S)NC2CCN(Cc3ccccc3)CC2)cc1C
[6] CS(=O)(=O)c1ccc(NC(=O)CCCc2nc3ccccc3c(=O)[nH]2)cc1
[7] COc1cc(-c2ccc(NC(C)=O)c(OC)c2)ccc1NC(C)=O
[8] O=C(CSc1ccc(-c2ccco2)nn1)NCc1ccc(Cl)cc1
screen / no.	1	2	3	4	5	6	7	8
FBPA Giardia inh	4%	-2%	7%	3%	3%	nt	3%	-5%
HCMV inh	16	126	-16	-8	?	24	-13	8
AMA1 RON2 block	18%	40%[activator]	-17%	-2%	-4%	8%	-2%	30%
CHX counter	21	-1	5	-2	-1	nt	-2	0
Shiga inhibitor	29	18	10	-17	-8	nt	-1	25
AmpC no deterg	-15%	-23%	?	77%[activator]	-20%	?	1%	-15%
AmpC inh detg	0%	?	-5%	-8%	-10%	?	1%	3%

[9] COc1ccc(CN(CC(=O)NC2CCCC2)C(=O)CCC(=O)Nc2cc(C)on2)cc1
[10] CCOC(=O)c1c(C=O)c(C)n(Cc2ccccc2)c1C
[11] O=C(CC(=O)NN=C1CCCCCC1)NCc1cccnc1
[12] N#C/C(=C/c1ccc(N2CCCC2)c([N+](=O)[O-])c1)c1nc2ccccc2[nH]1
[13] O=C(CSCc1ccc(Br)cc1)NCc1ccccn1
[14] COc1ccc(S(=O)(=O)Cc2ccc(C(=O)NCCCN3CCc4ccccc4C3)o2)cc1
[15] Cc1nnc(NC(=O)C2CCCO2)s1 (stereo not drawn)
[16] O=C(NCCCO)/C(=C\c1ccco1)NC(=O)c1ccco1
screen / no.	9	10	11	12	13	14	15	16
FBPA Giardia inh	-1%	-1%	8%	4%	1%	?	-5%	0%
HCMV inh	10	-13	-20	10	-21	6	34	17
AMA1 RON2 block	-4%	-11%	-12%	4%	45%[activator]	-4%	16%	4%
CHX counter	-1	-3	0	42*	-1	-4	4	1
Shiga inhibitor	-13	3	-10	65*	2	19	6	38*
AmpC no deterg	10%	2%	-8%	-35%	-8%	35%	-10%	-8%
AmpC inh detg	?	-13%	-5%	-5%	4%	2%	1%	-2%

[17] Cc1cccc(NC(=O)CCC(=O)N/N=C/c2cc([N+](=O)[O-])ccc2O)c1
[18] CC(NC(=O)c1ccc2ccccc2n1)c1ccc(S(N)(=O)=O)cc1 (stereo not drawn)
[19] COc1cccc(NC(=S)N2CCN(S(=O)(=O)c3ccc(F)cc3)CC2)c1
[20] Cc1ccc2nc(NC(=O)CSc3[nH]c(=O)ncc3C)sc2c1
[21] CC(CN1CCCCC1)OC(=O)COc1ccc(Cl)cc1 (stereo not drawn)
[22] CCn1ncc(NC(=S)Nc2ccc3c(c2)OCO3)c1C(N)=O
[23] COc1ccc(N=CC2=C(O)CCCC2=O)cc1
[24] NC(CSSCC(N)C(=O)O)C(=O)O (stereo not drawn)
screen / no.	17	18	19	20	21	22	23	24
FBPA Giardia inh	14%	nt	nt	nt	-13%	18µM*	-4%	0%
HCMV inh	31	48	-63*	9	11	-10	-1	nt
AMA1 RON2 block	53%[activator]	1%	0%	nt	6%	4%	-3%	nt
CHX counter	0	5	6	27*	-2	15*	37*	-4
Shiga inhibitor	-5	-3	-7	16	8	68*	76*	12
AmpC no deterg	-17%	-18%	-2%	nt	-6%	-21%	-4%	nt
AmpC inh detg	?	3%	1%	1%	-10%	?	3%	nt

[25] COc1ccc2c(c1)CCCN2S(=O)(=O)c1ccc(Cl)cc1
[26] O=C(O)CC/C(=N\Nc1ccc([N+](=O)[O-])cc1)c1ccccc1
[27] COc1ccc(Cc2nnc(Cl)c3ccccc23)cc1OC
[28] Cc1nn(Cc2noc(C(=O)NCCCn3ccnc3)n2)c(C)c1Br
[29] Cn1cc(Cl)c(-c2n[nH]c(=S)n2-c2ccccc2)n1
[30] COc1ccccc1C(=O)N1CCN(Cc2nc3cc([N+](=O)[O-])ccc3n2C)CC1
[31] CCCN(CC(=O)Nc1ccccc1C)C(=O)c1ccc(-c2ccccc2)cc1
[32] CCOC(=O)c1c(SC)nc(SC)c2c1CCC2
screen / no.	25	26	27	28	29	30	31	32
FBPA Giardia inh	-4%	6%	-27%	-14%	-24%	-18%	nt	4%
HCMV inh	-1	?	82	-10	-22	?	-5	-14
AMA1 RON2 block	13%	9%	-5%	-1%	2%	-5%	0%	12%
CHX counter	10	10	-2	-4	-2	5	-1	4
Shiga inhibitor	8	19	-2	-7	20	3	-10	-11
AmpC no deterg	8%	-31%	-16%	0%	-9%	77%[activator]	166%[activator]	-10%
AmpC inh detg	16%	6%	1%	0%	-12%	-7%	-2%	0%

[33] CCN(Cc1cc(=O)n2cc(Cl)c(C)c(Cl)c2n1)Cc1nc2ccccc2c(=O)[nH]1
[34] CC(C)[C@H]1CC2C3CC=C4C[C@@H](O)CC[C@]4(C)C3CC[C@]2(C)[C@H]1O (stereo partly drawn)
[35] O=C(CN1C(=O)C2CC=CCC2C1=O)Nc1ccc(F)cc1F (stereo not drawn)
[36] Cc1ccccc1Nc1nc(N)nc(COC(=O)CC2CC3CCC2C3)n1 (stereo not drawn)
[37] COc1ccc(OC)c(C(=O)CSc2nc3c(c(=O)n(C)c(=O)n3C)n2C(C)C)c1
[38] OCCCc1n[nH]c(=S)n1-c1ccccc1
[39] CN1CCN(C(=O)Nc2ccc([N+](=O)[O-])cc2)CC1
[40] Cc1nc2nc(SCc3nc4ccccc4[nH]3)[nH]c2cc1Br
screen / no.	33	34	35	36	37	38	39	40
FBPA Giardia inh	-30%	nt	nt	-4%	4%	-26%	0%	3%
HCMV inh	-20	47	1	-26	6	39	0	16
AMA1 RON2 block	39%[activator]	-4%	9%	15%	-10%	-3%	0%	16%
CHX counter	-2	nt	nt	1	-3	-2	-1	3
Shiga inhibitor	-7	nt	nt	19	-3	-5	4	-6
AmpC no deterg	-11%	-23%	-10%	-2%	-11%	183%[activator]	-16%	-34%
AmpC inh detg	?	nt	-1%	-4%	?	0%	-1%	1%

[41] COc1ccc(C(=O)N(C)Cc2ccccc2)cc1Br
[42] NC(=O)[C@@H]1CCCN1Cc1nc(Cc2ccccc2Cl)no1
[43] Cc1cccc(C)c1OCc1cc(C(=O)N2CCC[C@H]2C(N)=O)no1
[44] CCN1C(=O)/C(=C\N(C)C)S/C1=N\S(=O)(=O)c1ccc(C)cc1
[45] O=C(Cn1c(=O)oc2ccccc21)Nc1ccc(F)c(F)c1
[46] O=C(OCc1ccc([N+](=O)[O-])cc1)C1CC(=O)N(Cc2ccccc2Cl)C1 (stereo not drawn)
[47] COc1cc([N+](=O)[O-])ccc1NC(=O)COC(=O)C1=NN(c2ccccc2)C(=O)CC1
[48] Cc1ccc(CNC(=O)c2ccc(COc3ccccc3)cc2)cc1
screen / no.	41	42	43	44	45	46	47	48
FBPA Giardia inh	15%	4%	nt	4%	10%	nt	nt	2%
HCMV inh	-14	41	4	-6	-5	41	-23	-63*
AMA1 RON2 block	nt	10%	5%	0%	-1%	1%	7%	-2%
CHX counter	5	-2	14	14	-2	5	nt	-2
Shiga inhibitor	10	-2	25	32	6	-1	nt	23
AmpC no deterg	-5%	-7%	7%	-18%	-9%	61%[activator]	-36%	-42%
AmpC inh detg	-14%	5%	-5%	-13%	-1%	4%	nt	-3%

Profiles from above:
Results for `COc1cc(-c2ccc(NC(C)=O)c(OC)c2)ccc1NC(C)=O` : FBPA Giardia inh: 3%; HCMV inh: -13; AMA1 RON2 block: -2%; CHX counter: -2; Shiga inhibitor: -1; AmpC no deterg: 1%; AmpC inh detg: 1%
Results for `O=C(CSCc1ccc(Br)cc1)NCc1ccccn1` : FBPA Giardia inh: 1%; HCMV inh: -21; AMA1 RON2 block: 45%[activator]; CHX counter: -1; Shiga inhibitor: 2; AmpC no deterg: -8%; AmpC inh detg: 4%

Next section
[49] COc1ccccc1NC(=O)CN1CCN(C2c3ccccc3-c3ccccc32)CC1
[50] COc1cccc(Cl)c1NC(=O)N1CCN(c2ccnc3cc(Cl)ccc23)CC1
[51] CCOc1ccc(CCNC(=O)C2CCCN(S(=O)(=O)N3CC(C)CC(C)C3)C2)cc1OCC (stereo not drawn)
[52] COc1ccc(Cl)cc1NC(=O)Nc1ccc(Br)cn1
[53] Cc1ccc(C2CN(c3ccccc3)CC2C(=O)c2ccc(F)cc2)cc1 (stereo not drawn)
[54] O=C(OCC(=O)N1CCCc2ccccc21)c1cccc(C(F)(F)F)c1
[55] FC(F)(F)c1cc(-c2ccco2)nc(NCc2ccc(Cl)cc2)n1
[56] COc1ccc(OC)c(NC(=S)NCCSc2ccc(C)cc2)c1
[57] COc1ccc(-c2cc(C(F)F)n3ncc(C(=O)N4CCN(C(=O)c5ccco5)CC4)c3n2)cc1
screen / no.	49	50	51	52	53	54	55	56	57
FBPA Giardia inh	-8%	4%	1%	0%	3%	nt	-4%	6%	5%
HCMV inh	-8	?	1	14	?	-14	12	-25	31
AMA1 RON2 block	-18%	-11%	-9%	1%	7%	-1%	11%	-1%	8%
CHX counter	-3	-3	2	-1	10	nt	-4	-1	0
Shiga inhibitor	-8	-4	-4	-9	27	nt	-10	16	9
AmpC no deterg	12%	24%	50%	-4%	-36%	10%	-26%	-30%	189%[activator]
AmpC inh detg	-11%	3%	-2%	?	?	-3%	-2%	?	-20%

Screen by screen, from the results shown:
AmpC inh detg, entries 33 to 41, in order: ?, nt, -1%, -4%, ?, 0%, -1%, 1%, -14%
HCMV inh, entries 33 to 41, in order: -20, 47, 1, -26, 6, 39, 0, 16, -14

Bioassay records from PubChem BioAssay.
